Compound activity: PubChem, National Center for Advancing Translational Sciences (NCATS)
RGS4 inh: human RGS4 inhibition | P49798 | Transcreener GDP fluorescence polarization, RGS4-accelerated GTP hydrolysis | Potency, µM (titrated, usually from 114 µM), inactives show top-dose activity change, negative = inhibition, actives largely listed as inhibitors | actives 0.039% (n = 390,000) | AID 504845; note: potency is the fitted concentration of half-maximal effect; % is set by controls: 0 for no effect and ±100 for the full control effect; nearly all actives have a fitted effect of over 75% in size; some results filed as inactive show a strong effect at the top dose
Target sequence (P49798 whole entry, looked up): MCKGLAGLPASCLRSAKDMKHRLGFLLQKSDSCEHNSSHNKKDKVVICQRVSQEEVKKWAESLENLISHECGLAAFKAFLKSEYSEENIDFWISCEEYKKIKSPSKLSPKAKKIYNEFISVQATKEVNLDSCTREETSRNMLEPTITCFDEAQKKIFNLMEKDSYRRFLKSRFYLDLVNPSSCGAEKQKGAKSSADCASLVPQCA
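MLSMR compounds (23 nl, pin-transferred) preincubated 10 min at room temperature with a 500nM (2x) first reagent, then RGS4 at 900nM (2x) plus Transcreener GDP mix added; fluorescence polarization (620/688 nm) read before and after 90 min at 30 °C.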
USP1 inh: inhibitors of human USP1/UAF1 deubiquitinase; O94782; recombinant USP1/UAF1, Ub-Rhodamine cleavage fluorescence; Potency, µM (top dose mostly 57.1 µM), without a hit: top-dose activity change, negative = inhibition, actives largely listed as inhibitors; actives 0.23% (n = 390,000); AID 743255; note: potency is the fitted concentration of half-maximal effect; % is set by controls: 0 for no effect and ±100 for the full control effect; nearly all actives have a fitted effect of over 60% in size; inactives centre near -12
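USP1/UAF1 complex at 1 nM was preincubated with compound for 15 min at room temperature, then Ub-Rho substrate (150nM final) was added. Fluorescence (480/540 nm) was read kinetically, 6 reads every 60 seconds.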
GRP78 ERSR act: inducers of ER stress response in human glioma cells | U87-MG GRP78 promoter luciferase reporter, 16 h | Potency, µM, for the others: at the highest dose activation, actives largely listed as activators | actives 0.02% (n = 420,000) | AID 602332; note: potency is the fitted concentration of half-maximal effect; series mostly up to about 76 µM; % of control where 0% means no effect; nearly all actives have a fitted effect of over 35% in size
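Stably transfected U87-MG human glioma cells carrying a GRP78-based luminescent sensor were seeded at 1000 cells/well, pin-dosed with compounds and incubated 16 h. Luciferase reagent was then added, and end-point luminescence was read after 10 min at room temperature.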
IDH1 R132H inh: human IDH1 R132H inhibition. IDH1-R132H enzyme, NADPH consumption, diaphorase/resazurin fluorescence. Potency, µM (series often up to 76.6 µM), without a hit: at the top dose activity change, negative = inhibition, hits mostly inhibitors. actives 0.093% (n = 390,000). AID 602179; note: potency is the fitted concentration of half-maximal effect; % is set by controls: 0 for no effect and ±100 for the full control effect; nearly all actives have a fitted effect of over 65% in size
Target sequence (O75874 whole entry R132H, stated change not applied): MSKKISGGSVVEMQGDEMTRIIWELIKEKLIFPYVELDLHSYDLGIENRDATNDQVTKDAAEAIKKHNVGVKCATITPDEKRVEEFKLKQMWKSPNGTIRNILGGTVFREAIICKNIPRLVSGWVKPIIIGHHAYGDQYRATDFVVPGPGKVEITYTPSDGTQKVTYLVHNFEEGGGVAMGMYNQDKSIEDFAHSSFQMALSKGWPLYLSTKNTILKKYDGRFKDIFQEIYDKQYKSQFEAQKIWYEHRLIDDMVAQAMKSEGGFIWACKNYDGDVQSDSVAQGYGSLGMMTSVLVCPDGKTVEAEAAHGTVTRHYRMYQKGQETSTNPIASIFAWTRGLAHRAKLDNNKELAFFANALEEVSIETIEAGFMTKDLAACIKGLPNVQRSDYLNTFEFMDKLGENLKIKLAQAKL
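IDH1-R132H (0.5 ug/mL dispensed) in pH 7.5 Tris buffer was preincubated 30 min with compound, then given a substrate mix of 0.016 mM NADPH and 2 mM alpha-KG for 80 min at room temperature; remaining NADPH was read by diaphorase/resazurin fluorescence.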
Vif-APOBEC3G blk: Vif-A3G binding inhibition | HeLa A3G-eYFP + Vif (tagged APOBEC3G with the HIV-1 protein that degrades it), YFP fluorescence, overnight | AID 602310 | Potency, µM (top dose mostly 46.1 µM), inactives show top-dose activity, negative = active, actives largely listed as inhibitors | actives 0.076% (n = 410,000);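 note: potency is the fitted concentration of half-maximal effect; % is set by controls: 0 for no effect and ±100 for the full control effect; nearly all actives have a fitted effect of over 60% in size; hits raise eYFP signal because A3G escapes Vif-driven loss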
Target sequence (Q9HC16 whole entry, looked up): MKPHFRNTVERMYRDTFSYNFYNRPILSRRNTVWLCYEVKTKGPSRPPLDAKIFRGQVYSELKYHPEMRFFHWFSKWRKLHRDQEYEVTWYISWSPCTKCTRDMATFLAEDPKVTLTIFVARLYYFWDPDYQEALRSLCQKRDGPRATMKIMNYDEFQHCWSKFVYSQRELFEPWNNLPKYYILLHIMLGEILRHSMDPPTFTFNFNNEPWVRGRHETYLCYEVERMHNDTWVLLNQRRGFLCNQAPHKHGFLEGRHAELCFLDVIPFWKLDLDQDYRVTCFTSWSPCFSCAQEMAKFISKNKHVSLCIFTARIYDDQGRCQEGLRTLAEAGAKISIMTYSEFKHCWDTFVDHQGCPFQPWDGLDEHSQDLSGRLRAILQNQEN
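HeLa cells stably expressing Vif and C-terminally eYFP-tagged A3G, seeded overnight at 37 deg C, then exposed to compound by pintool overnight at 37 deg C. Rise in yellow fluorescence (Ex 488/Em 500-530, Acumen) marks blocked Vif-driven A3G degradation.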
Vif-A3F inh: blocks the Vif interaction with APOBEC3F; HeLa A3F-eYFP + Vif (tagged APOBEC3F with the HIV-1 protein that degrades it), YFP fluorescence increase; Potency, µM (doses to about 46.1 µM), for inactives: at the highest dose activity, negative = active; actives 0.2% (n = 390,000); note: potency is the fitted concentration of half-maximal effect; % of control where 0% means no effect; nearly all actives have a fitted effect of over 65% in size
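Fluorescence increase (Ex 488/Em 500-530) after overnight compound treatment at 37 deg C flags inhibition of Vif-driven A3F-eYFP loss in stable HeLa A3F-eYFP/Vif cells seeded overnight beforehand.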
LDHA inh: inhibitors of human lactate dehydrogenase A; actives 0.15% (n = 480,000); purified LDHA, NADH/diaphorase-resazurin fluorescence; stronger effect = lower value; activity change, % (values are at about 110 or 230 µM); AID 1347041; P00338; in the data active = activity change below about -30%; inconclusive = mostly about -25% to -30%;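 note: plate controls were DMSO wells for no effect and wells without enzyme for full effect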
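Human LDH5 at 2 nM final in Tris HCl pH 7.4 with 0.06 mM NADH and 0.2 mM pyruvate, reacted 5 minutes at room temperature. Remaining NADH coupled via diaphorase/resazurin; resorufin fluorescence read at 0 and 20 minutes, normalized to enzyme-free and DMSO wells.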
rTrxR1 inhibitor: inhibitors of rat thioredoxin reductase 1. O89049. recombinant rTrxR1, NADPH fluorescence consumption, selenite substrate. Potency, µM (top dose mostly 114 µM), without a hit: top-dose activity change, negative = inhibition, most hits filed as inhibitors. actives 1% (n = 390,000). AID 588453; note: potency is the fitted concentration of half-maximal effect; % is set by controls: 0 for no effect and ±100 for the full control effect; nearly all actives have a fitted effect of over 65% in size
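Rat TrxR1 (90 nM in the dispensed reagent) was pre-reduced with 400 uM NADPH for 5 min at room temperature, then incubated with compound for 15 min. After 400 uM selenite was added, NADPH fluorescence (Ex 340/Em 450 nm) was followed for 8 min.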
TrxR1 substrate: substrates of rat thioredoxin reductase 1; Potency, µM (series often up to 114 µM), without a hit: at the top dose activity change, negative = substrate turnover; actives 0.01% (n = 390,000); O89049; purified TrxR1 substrate turnover, NADPH consumption readout; note: potency is the fitted concentration of half-maximal effect; % is set by controls: 0 for no effect and ±100 for the full control effect; nearly all actives have a fitted effect of over 50% in size
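Rat TrxR1, dispensed at 90 nM, was prereduced with 400 uM NADPH (final) for 5 min at ~22 deg C, then incubated with compound 15 min before 400 uM selenite. A first-read NADPH fluorescence drop versus no-compound background flagged substrates.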
* = called active by the depositor; ? = inconclusive; . = no result given; [ ] = remark or other dose. Unless noted, calls come from the whole dose curve; as a rule, active = well fitted curve in the direction sought with a large enough effect; inconclusive = small, poorly fitted or top-dose-only effect, or another doubt; inactive = no such curve, though single readings can be large; an effect the other way counts as inactive or inconclusive. These rows are one share of the data (hit frequency here may not be typical).

Structure	RGS4 inh	USP1 inh	GRP78 ERSR act	IDH1 R132H inh	Vif-APOBEC3G blk	Vif-A3F inh	LDHA inh	rTrxR1 inhibitor	TrxR1 substrate
O=[N+]([O-])c1cccc(-c2noc(-c3cccs3)n2)c1	3%	-14%	7%	0%	-1%	1%	-6	21%	-3%
CC(Sc1nnc(NC2CCCCC2)s1)C(=O)Nc1ccc2c(c1)C(=O)c1ccccc1C2=O (stereo not given)	-38%	-18%	-2%	5%	0%	-10%	15	10%[0.0914 µM]	-2%
O=c1c2sccc2n(Cc2cc(=O)n3ccccc3n2)c(=O)n1-c1cc(F)ccc1F	41%	?	-4%	-9%	-1%	0%	-10	-6%	7%
CC(C)OCCCNC(=O)CCCn1c(=O)[nH]c2ccsc2c1=O	14%	-4%	-3%	-3%	4%	0%	-22	15%	-3%
OC1(C(F)(F)F)CC(O)(C(F)(F)F)n2nc(-c3ccccc3)cc2N1 (stereo not given)	-8%	-17%	1%	4%	1%	-6%	13	25%	1%
O=C(Nc1ccccc1)N1CCCN(c2ccc(C(F)(F)F)cc2[N+](=O)[O-])CC1	4%	-6%	-1%	22%	0%	-3%	-6	8%[57.1 µM]	-4%[57.1 µM]
O=C(c1ccccc1)c1cc2cc(Cl)ccc2[nH]1	-6%	-18%	-1%	9%	-1%	?	-14	-13%	7%
CCCCN(C(=O)C1CCN(C(=O)c2ccccc2C)CC1)c1c(N)n(CC(C)C)c(=O)[nH]c1=O	6%	-1%	1%	-3%	-1%	-12%	-1	6%	-1%
CCc1nc(Nc2ccc3c(c2)OCCO3)c2oc3ccccc3c2n1	-41%	-18%	-2%	9%	1%	14%	-1	31%	20%
CCCCOC(=O)/C(C#N)=C\c1ccc(-c2ccc(Cl)cc2)o1	-9%	-12%	3%	0%	-6%	0%	-8	14%	8%
NC(=O)C1CCN(C(=O)c2ccc(NC3=NC4CS(=O)(=O)CC4S3)cc2)CC1 (stereo not given)	3%	-9%	0%	-13%	-1%	-15%	-15	11%[57.1 µM]	10%[57.1 µM]
Cc1cccc2cc(C(c3nnnn3Cc3ccccc3)N3CCN(c4ccccc4)CC3)c(=O)[nH]c12 (stereo not given)	10%	-19%	-3%	0%	0%	-6%	0	-3%	-7%
COC(=O)c1c(NS(=O)(=O)c2cccs2)sc2c1CCCC2	-37%	-18%	-4%	9%	-1%	-17%	-4	-28%	-4%
O=C(CSc1nnnn1-c1ccc2c(c1)OCCO2)N1CCc2ccccc21	23%	?	-2%	7%	-3%	-5%	-12	16%	10%
Nc1c(C(=O)CSc2nccn2-c2cccc(F)c2)c(=O)[nH]c(=O)n1C1CC1	-9%	-20%	-3%	-7%	1%	-17%	-7	9%	-1%
O=C(Nc1ccc(Nc2ccccc2)cc1)C(Cl)Cl	-13%	-27%	-5%	7%	-25%	3%	-3	3%	-7%
Cc1nn(-c2ccc(F)cc2)c(Cl)c1/C=C(/CC(=O)O)c1nc2ccccc2s1	-2%	-6%	-1%	-4%	2%	6%	-5	3%	-3%
Cn1c(-c2c(N)n(CCc3ccccc3)c3nc4ccccc4nc23)nc2ccccc21	-5%	28µM*	-5%	1%	?	?	8	-2%	-1%
Cc1cccc(Cl)c1OCCCn1ccnc1	-16%	-9%	-1%	-4%	0%	-3%	-37*	1%	-3%
NC(=O)/C(=C/c1ccc2c(c1)OCO2)NC(=O)c1ccco1	-24%	-11%	-3%	6%	2%	-13%	6	-2%[57.1 µM]	-5%[57.1 µM]
COc1ccc(C)cc1NS(=O)(=O)c1c(C(=O)N2CCCCCC2)c(C)n(C)c1C	1%	9%	-2%	1%	1%	-6%	-10	20%[57.1 µM]	4%[57.1 µM]
CC(=O)Nc1ccc(S(=O)(=O)N2CCC(C(=O)NCCC(=O)Nc3nccs3)CC2)cc1	10%	-25%	-3%	-13%	1%	7%	0	20%	4%
Cc1ccc(NC(=O)C2CCCN(c3ncnc4c3nc3n4CCCCC3)C2)cc1Cl (stereo not given)	-3%	-25%	-4%	3%	-2%	-3%	2	21%	-5%
Cc1cc(C)nc(SCc2nc3ncccn3c2Br)n1	-3%	-17%	-6%	9%	3%	-7%	2	11%[57.1 µM]	49%[activator][57.1 µM]
CC(C)(C)NS(=O)(=O)c1ccc(NC(=S)NC(=O)C2CC2)cc1	18%	-13%	-5%	0%	-4%	3%	1	-23%	2%
CCN(CC)c1ccc(S(=O)(=O)N2CCOCC2)cc1NC(=O)CSc1nnc(N)s1	-11%	0%	-4%	-8%	0%	?	-6	4%	-3%
Cc1ccc(OCC(=O)NNC(=O)c2ccc(-n3cncn3)c([N+](=O)[O-])c2)cc1	24%	-7%	-4%	-6%	-2%	1%	0	-4%	-7%
Cc1ccc(O)c(CCc2ccccc2)n1	-19%	-21%	5%	6%	-5%	4%	-1	-3%	26%
CCOCCn1c(-c2ccc(OC)cc2)nc2ccccc21	-25%	-26%	1%	12%	0%	-25%	1	20%	14%
COCOc1cc(O)c(C(=O)/C=C/c2ccc(OCOC)c(OCOC)c2)c(OCOC)c1	-8%	-19%	-2%	-11%	-3%	-3%	-2	-3%	0%

USP1 inh: what is marked active above.
SMILES,RGS4 inh,USP1 inh,IDH1 R132H inh,rTrxR1 inhibitor,TrxR1 substrate
Cn1c(-c2c(N)n(CCc3ccccc3)c3nc4ccccc4nc23)nc2ccccc21,-5%,28µM*,1%,-2%,-1%

Going on with the list:
Structure	RGS4 inh	USP1 inh	GRP78 ERSR act	IDH1 R132H inh	Vif-APOBEC3G blk	Vif-A3F inh	LDHA inh	rTrxR1 inhibitor	TrxR1 substrate
COc1cc([N+](=O)[O-])cc2cc(C(=O)N3CCN=C3c3ccccc3)c(=O)oc12	5%	-20%	-1%	3%	1%	1%	1	18%	1%
O=C1Nc2ccc([N+](=O)[O-])cc2OC1CCN1CCN(c2ccccc2)CC1 (stereo not given)	-2%	-26%	-7%	1%	1%	5%	0	3%	-9%
Cc1ccc(-c2nnn(CC(=O)N(c3ccc(F)cc3)C(C(=O)NC3CCCC3)c3ccco3)n2)o1 (stereo not given)	20%	-7%	-7%	-5%	1%	0%	-4	8%	-5%
COc1ccc(-c2nc3ccccc3s2)cc1NC(=O)c1cccc([N+](=O)[O-])c1C	-7%	17%	-2%	-9%	-8%	-2%	-2	6%	3%
Cc1cccc(/C(N)=N/OC(=O)c2ccc(F)cc2)c1	-25%	-20%	3%	4%	-7%	5%	-1	8%	-2%
CC1CCN(C(=S)Nc2cccc(S(=O)(=O)N(C)C)c2)CC1	-8%	-20%	-1%	-5%	1%	6%	-2	-10%	-1%
O=C(O)c1ccccc1NS(=O)(=O)c1cccc2cccnc12	-25%	-6%	-1%	7%	0%	-9%	-9	23%[57.1 µM]	11%[57.1 µM]
Cc1cc(C)c(C)c(Cn2c(CO)nc3ccccc32)c1C	4%	-23%	-9%	11%	-5%	.	-4	-5%	-9%
CCOc1cc(CN2CCN(S(=O)(=O)Cc3ccccc3)CC2)ccc1OC	8%	-11%	-7%	11%	-1%	15%	-7	12%	0%
CCOc1cc2[nH]c(=O)n(CCCC(=O)N3CCN(c4cccc(Cl)c4)CC3)c(=O)c2cc1OCC	8%	-1%	-4%	7%	-4%	5%	-1	11%[57.1 µM]	2%[57.1 µM]
CC(=O)Nc1cccc(NC(=O)c2cccc(OCc3ccccc3)c2)c1	-3%	-11%	4%	0%	-6%	2%	-2	47%[activator]	4%
CC(C)CN1CCNC(=O)C1CC(=O)NCCc1ccc(C(F)(F)F)cc1 (stereo not given)	-2%	-16%	-6%	0%	-6%	-11%	-5	1%[57.1 µM]	-2%[57.1 µM]
COC(=O)c1ccc(NC(=S)NCCCN2CCCC2=O)cc1	-3%	-14%	-2%	7%	2%	-12%	-1	-12%	6%
O=C(N/N=C\c1ccc(Cl)cc1)c1sccc1-n1cccc1	6%	-19%	4%	5%	-11%	-1%	-4	11%[57.1 µM]	9%[57.1 µM]
Cc1ccccc1N(C(=O)CNC(=O)c1cccs1)C(C(=O)NC1CCCC1)c1ccncc1 (stereo not given)	-8%	-17%	-2%	-2%	-3%	-17%	-13	14%	2%
Cc1ccc(C(=O)c2cn(CC(=O)NCc3ccccc3)c3nc(C)ccc3c2=O)cc1	-21%	?	-2%	-11%	0%	-30%	1	30%	3%
